# Assay outcomes (PubChem BioAssay)
# ELG1 repair inh: qHTS screen for small molecules that inhibit ELG1-dependent DNA repair in human embryonic kidney (HEK293T) cells expressing luciferase-tagged ELG1. Potency, µM (titrated, usually from 46.1 µM), for inactives: top-dose activity change, negative = inhibition, actives largely listed as inhibitors. AID 504467, 2011. HEK293T ELG1-luciferase reporter, luminescence, 16 h; DNA damage induced by 5-fluorouridine. 2.3% of 330,000 active; further: potency means the concentration at half of the fitted maximal effect; on the % scale 0 is the no-effect control and ±100 the full control effect; nearly all actives have a fitted effect of over 55% in size
#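 In this reporter screen, reduction of luminescence relative to DMSO vehicle indicated activity. Compounds and 5-fluorouridine were added together to 2,000 cells per well, incubated for 16 hr at 37 °C, then developed with ONE-Glo.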
# BRCA1 expr act: qHTS Assay to Identify Small Molecule Activators of BRCA1 Expression. MCF7-BRCA1-FFLuc reporter, luminescence, 48 h; response scale: scaled: vehicle 0%, 10 µM genistein 100%. Potency, µM (doses to about 46.1 µM), without a hit: at the highest dose activation, hits mostly activators. 1.1% of 380,000 active. AID 624202, 2012; further: potency means the concentration at half of the fitted maximal effect; nearly all actives have a fitted effect of over 80% in size; some results filed as inactive show a strong effect at the top dose
#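 MCF7-BRCA1-FFLuc cells, 2000/well in phenol-red-free MEM, attached 2 h then treated 48 h at 37 C. Luciferase luminescence read 15 min after reagent; normalized to genistein maximum activation (10microM) and DMSO, concentration-response fitted.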
# p53 reactivation: qHTS assay for re-activators of p53 using a Luc reporter; H1299 p53-A138V BP100-luciferase reporter, luminescence, 24 h; Potency, µM (top dose mostly 92.2 µM), for the others: at the top dose activity change, positive = activation, actives largely listed as activators; 0.063% of 320,000 active; AID 504706, 2011; further: potency means the concentration at half of the fitted maximal effect; % of control where 0% means no effect; nearly all actives have a fitted effect of over 45% in size
#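 H1299 (p53-null), stable ts p53-A138V + BP100-Luc; 1000 cells/well, Opti-MEM/10% FBS; cpd 4 pt, 1:5; 24 h, 37 deg C, 5% CO2; detection reagent 10 min RT; luminescence.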
# FLuc counter: qHTS profiling assay for firefly luciferase inhibitor/activator using purifed enzyme and Km concentrations of substrates (counterscreen for miR-21 project); Potency, µM (series often up to 57.5 µM), for inactives: at the top dose activity change, negative = inhibition, actives largely listed as inhibitors; Luciferin 4-monooxygenase (Photinus pyralis), P08659; 6.9% of 360,000 active; purified FLuc, Km substrates, luminescence inhibition; AID 588342, 2011;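 further: potency means the concentration at half of the fitted maximal effect; plate controls were vehicle for no effect and reference inhibitor for full effect; nearly all actives have a fitted effect of over 55% in size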
#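 Purified P. pyralis luciferase (10nM final) with 10uM D-luciferin and 10uM ATP (Km levels) in 50mM Tris acetate pH 7.5, 10mM Mg acetate, 0.01% Tween-20, 0.05% BSA; qHTS 6-point titration, ~60 µM downward; luminescence read.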
# Tb PFK inh: qHTS Assay to Find Inhibitors of T. brucei phosphofructokinase | Potency, µM (doses to about 57.5 µM), without a hit: at the top dose activity, negative = inhibition, hits mostly inhibitors | 0.17% of 330,000 active | ATP-dependent 6-phosphofructokinase (Trypanosoma brucei brucei), O15648 | T. brucei PFK, ADP-Glo luminescence;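 further: potency means the concentration at half of the fitted maximal effect; 0% = uninhibited 1x PFK enzyme wells and -100% = no-enzyme wells; nearly all actives have a fitted effect of over 60% in size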
#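 Luminescent ADP detection (ADP-Glo, two-step: ATP depletion then ADP-to-ATP conversion for luciferase) reported PFK activity after 45 min room-temperature reaction of 1.25 nM enzyme with 0.5 mM F6P and 0.1 mM ATP at pH 8.0.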
# Rab9 prom act: qHTS Assay for Rab9 Promoter Activators; Huh7 Rab9 promoter-luciferase reporter, luminescence, 24 h; Potency, µM (doses to about 9.22 µM), for inactives: top-dose activation, negative = inhibition, usual class: activators; 2.8% of 320,000 active; AID 485297, 2010; further: potency means the concentration at half of the fitted maximal effect; % of control where 0% means no effect; nearly all actives have a fitted effect of over 60% in size
#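 Luminescence read-out: Huh7 cells stably expressing Rab9-luciferase, treated 24 h with compound at 37 °C, then lysed with luciferase reagent for 10 min at ambient before reading.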
# RORgamma inh: qHTS for inhibitors of ROR gamma transcriptional activity. Nuclear receptor ROR-gamma (Mus musculus), P51450. Drosophila S2 Gal4-RORgamma UAS-luciferase reporter, 20 h. Potency, µM (series often up to 53.6 µM), for inactives: top-dose activity change, negative = inhibition, actives largely listed as inhibitors. 5.4% of 310,000 active; further: potency means the concentration at half of the fitted maximal effect; on the % scale 0 is the no-effect control and ±100 the full control effect; nearly all actives have a fitted effect of over 60% in size
#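 Luciferase reporter read in Schneider cells carrying Gal4-RORγ (mouse) and UAS-Photinus luciferase; cells given compound 1 h before 700 uM copper sulfate induction, then incubated 20 h at ambient temperature.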
# Gal4-VP16 FLuc: VP16 counterscreen qHTS for inhibitors of ROR gamma transcriptional activity. Drosophila S2 Gal4-VP16 UAS-luciferase, luminescence, 20 h. Potency, µM (doses to about 53.6 µM), for the others: top-dose activity, negative = inhibition, hits mostly inhibitors. 3.5% of 310,000 active;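 further: Gal4-VP16 expression switched on by copper sulfate through the metallothionein promoter; potency means the concentration at half of the fitted maximal effect; on the % scale 0 is the no-effect control and ±100 the full control effect; nearly all actives have a fitted effect of over 50% in size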
# NPC1 promoter act: qHTS Assay for NPC1 Promoter Activators; 2.4% of 320,000 active; Potency, µM (doses to about 9.22 µM), inactives show at the top dose activation, most hits filed as activators; Huh7 NPC1 promoter luciferase reporter, 24 h;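 further: potency means the concentration at half of the fitted maximal effect; % of control where 0% means no effect; nearly all actives have a fitted effect of over 60% in size; reporter is driven by a mutant NPC1 promoter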
#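 Huh7 reporter cells (NPC1 promoter driving luciferase) are dosed with compound for 24 h at 37 °C, 5% CO2; luciferase detection reagent is then added and luminescence measured after 10 min at ambient temperature.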
# ELG1 genotox: qHTS screen for small molecules that induce genotoxicity in human embryonic kidney (HEK293T) cells expressing luciferase-tagged ELG1; HEK293T ELG1-luciferase reporter, luminescence, 16 h; Potency, µM (top dose mostly 46 µM), for the others: at the highest dose activity change, positive = activation, hits mostly activators; 1.3% of 330,000 active; further: potency means the concentration at half of the fitted maximal effect; % of control where 0% means no effect; nearly all actives have a fitted effect of over 60% in size
#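 Luminescence read-out: rising ELG1-luciferase signal, reflecting elevated ELG1 protein under genetic stress, flags genotoxic compounds. Cells were treated for 16 hr at 37 °C before ONE-Glo detection.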
# TRPV1 agonist: HTS Assay for Compounds that Act as Agonists of the Vanilloid Receptor 1; Transient receptor potential cation channel subfamily V member 1 (Homo sapiens), Q8NER1; TRPV1-expressing cells, Fluo-8 calcium influx, agonist mode; activation, % at 8.33 µM; 0.19% of 320,000 active; in the data active means activation above about 80%; inconclusive means between about 30% and that limit; further: 0% is about no effect
# Target sequence (Q8NER1 whole entry, looked up): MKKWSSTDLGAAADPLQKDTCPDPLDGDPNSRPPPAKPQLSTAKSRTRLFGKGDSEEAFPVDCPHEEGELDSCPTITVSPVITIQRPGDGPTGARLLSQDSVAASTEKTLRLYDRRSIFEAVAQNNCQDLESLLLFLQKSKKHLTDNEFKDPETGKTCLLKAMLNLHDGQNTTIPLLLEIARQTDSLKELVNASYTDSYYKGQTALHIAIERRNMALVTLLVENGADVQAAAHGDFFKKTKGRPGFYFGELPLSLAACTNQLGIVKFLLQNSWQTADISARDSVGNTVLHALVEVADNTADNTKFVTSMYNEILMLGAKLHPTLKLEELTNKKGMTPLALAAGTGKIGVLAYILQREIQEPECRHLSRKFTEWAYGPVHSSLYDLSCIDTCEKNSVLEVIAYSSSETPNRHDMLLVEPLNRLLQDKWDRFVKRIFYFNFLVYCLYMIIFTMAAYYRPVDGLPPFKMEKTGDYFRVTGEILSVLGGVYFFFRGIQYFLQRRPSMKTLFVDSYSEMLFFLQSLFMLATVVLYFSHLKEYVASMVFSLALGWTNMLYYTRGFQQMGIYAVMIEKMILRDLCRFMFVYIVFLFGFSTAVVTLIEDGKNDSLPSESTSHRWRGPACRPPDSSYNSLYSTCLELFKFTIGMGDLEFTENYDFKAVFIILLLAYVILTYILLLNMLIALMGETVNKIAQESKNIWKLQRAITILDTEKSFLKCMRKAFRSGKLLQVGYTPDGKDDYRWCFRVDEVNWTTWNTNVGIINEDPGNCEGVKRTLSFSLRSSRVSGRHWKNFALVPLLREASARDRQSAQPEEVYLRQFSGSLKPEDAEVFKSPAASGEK
#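 Cells expressing TRPV1 were dye-loaded with Fluo-8 and read kinetically: 10 s baseline, 3 min after compound (agonist portion), then 2 min after EC20 capsaicin (allosteric enhancer portion). Calcium-bound dye fluorescence at 480/520 nm.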
# An asterisk follows results filed as active; u = inconclusive; x = no result given; & = joins results of further samples; [ ] = remark or other dose. Unless noted, the call rests on the fitted dose curve; in most records, active means well fitted curve in the direction sought with a large enough effect; inconclusive means small, poorly fitted or top-dose-only effect, or another doubt; inactive means no such curve, though single readings can be large; an effect the other way counts as inactive or inconclusive.
SMILES,ELG1 repair inh,BRCA1 expr act,p53 reactivation,FLuc counter,Tb PFK inh,Rab9 prom act,RORgamma inh,Gal4-VP16 FLuc,NPC1 promoter act,ELG1 genotox,TRPV1 agonist
CCOC(=O)C1(CCOC)CCN(Cc2nc(-c3cccs3)oc2C)CC1,2%,-26%,-3%,1%,-2%,0%,u,-5%,0%,-7%,1
c1coc(CNc2nc(-c3cccs3)cs2)c1,-12%,u,u,24µM*,2%,u,30%,0%,u,6%,2
CC12CCC(=O)N1C(C(=O)Nc1nc3c(F)cc(F)cc3s1)CS2 (stereo not given),16%,-35%,-2%,-22%,1%,5%,-31%,3.5µM*,2%,-1%,-3
CCOc1ccc(C(=O)OC2CCN(C)CC2)cc1,u,31%,16%,-4%,0%,1%,-12%,-1%,7%,5%,1
COc1cccc(C(C)NC(=S)NCc2ccc(F)cc2)c1 (stereo not given),3%,-1%,-12%,-2%,-4%,0%,5µM*,8.9µM*,-4%,-6%,u
COC(=O)c1cc(S(=O)(=O)N2CCCCCC2)c[nH]1,11%,1%,8%,1%,-2%,0%,3%,0%,0%,1%,11
N/C(Cn1cncn1)=N\NC(=O)C(=O)Nc1ccccc1,10%,2%,-2%,2%,2%,-5%,34%,-6%,4%,1%,-5
CSc1nc2sccc2c(=O)[nH]1,14%,8%,2%,-14%,2%,-2%,0%,-3%,1%,2%,-9
CCCN(CCC)CCCNC(=O)Cn1cnc2sc(C)c(S(=O)(=O)N3CCCCC3)c2c1=O,9%,0%,4%,-1%&-4%,11%,-2%,-15%,4%,2%,6%,-1
Cc1ccccc1C(=O)NCC(=O)NNC(=O)c1cccc(Cl)c1,5%,0%,4%,-16%,0%,-4%,x,x,-2%,1%,2
CCOc1ccccc1NC(=O)CN1C(=O)C(=O)N(Cc2ccco2)C1=O,-9%,-17%,7%,-16%,9%,-5%,0%,-10%,-1%,-1%,-1
CCSc1nnnn1-c1ccccc1,13%,-15%,2%,-3%,2%,11%,24%,13%,1%,-1%,0

# Some of the entries so far, with values under each structure.
# Each structure is followed by: ELG1 repair inh	BRCA1 expr act	p53 reactivation	FLuc counter	Tb PFK inh	Rab9 prom act	RORgamma inh	Gal4-VP16 FLuc	NPC1 promoter act	ELG1 genotox	TRPV1 agonist
CC12CCC(=O)N1C(C(=O)Nc1nc3c(F)cc(F)cc3s1)CS2 (stereo not given)
 : 16%	-35%	-2%	-22%	1%	5%	-31%	3.5µM*	2%	-1%	-3
Cc1ccccc1C(=O)NCC(=O)NNC(=O)c1cccc(Cl)c1
 : 5%	0%	4%	-16%	0%	-4%	x	x	-2%	1%	2
CCCN(CCC)CCCNC(=O)Cn1cnc2sc(C)c(S(=O)(=O)N3CCCCC3)c2c1=O
 : 9%	0%	4%	-1%&-4%	11%	-2%	-15%	4%	2%	6%	-1
CCOc1ccc(C(=O)OC2CCN(C)CC2)cc1
 : u	31%	16%	-4%	0%	1%	-12%	-1%	7%	5%	1
c1coc(CNc2nc(-c3cccs3)cs2)c1
 : -12%	u	u	24µM*	2%	u	30%	0%	u	6%	2
COc1cccc(C(C)NC(=S)NCc2ccc(F)cc2)c1 (stereo not given)
 : 3%	-1%	-12%	-2%	-4%	0%	5µM*	8.9µM*	-4%	-6%	u
CCOC(=O)C1(CCOC)CCN(Cc2nc(-c3cccs3)oc2C)CC1
 : 2%	-26%	-3%	1%	-2%	0%	u	-5%	0%	-7%	1

# Further structures follow.
SMILES,ELG1 repair inh,BRCA1 expr act,p53 reactivation,FLuc counter,Tb PFK inh,Rab9 prom act,RORgamma inh,Gal4-VP16 FLuc,NPC1 promoter act,ELG1 genotox,TRPV1 agonist
O=C(NNc1ccc([N+](=O)[O-])cc1)c1ccccc1Cl,4%,-8%,-3%,4%,u,1%,19%,-16%,-3%,2%,14
COc1ccc(CCNC(=O)CC2Nc3ccccc3NC2=O)cc1 (stereo not given),0%,12%,14%,-13%,-4%,6%,1%,-5%,1%,-1%,4
Cc1ccc(S(=O)(=O)NN2C(=O)c3ccccc3NC2c2ccco2)cc1 (stereo not given),-8%,-19%,4%,-2%,-2%,-5%,8%,3%,-9%,18%,8
C=CCNC(=O)/C(C#N)=C/c1cc(Br)ccc1OC,-1%,-14%,1%,3%,3%,-3%,13µM*,u,-3%,u,3
O=C(COC(=O)c1ccc2ncsc2c1)Nc1ccc(Cl)cc1,u,43%,u,-1%,20%,1%,x,x,1%[1.84 µM],1%,14
CCOC(=O)c1c(C)n(OCc2ccccc2)c2ccc3c(no[n+]3[O-])c12,-15%,-35%,8%,1%,-2%,-5%,23%[0.365 µM],x,-2%,4%,14
CCN1C(=O)[C@@H]2C(C(=O)c3cnccn3)=NN[C@@H]2C1=O,u,-5%,-3%,0%,-2%,-8%,22%,-3%,4%,-2%,-2
Cn1c(=O)cc(SCC(=O)NCCN2CCN(c3ccccc3F)CC2)c2cc(Cl)ccc21,u,-7%,2%,0%,1%,0%,-1%,1%,1%,-1%,x
CC(O)(CS(=O)(=O)Cc1ccccc1)c1ccc(Cl)cc1 (stereo not given),10%,-2%,-2%,-2%,8%,-6%,-29%,-2%,2%,-1%,-8
Cc1ccc(Cl)cc1C1=CC(=O)C[C@H](c2ccc(F)cc2)C1,-8%,u,-5%,-1%,3%,0%,x,x,9%,-3%,20
CS(=O)(=O)N(CC(=O)NCCSc1ccccn1)c1cccc2ccccc12,0%,-7%,-3%,0%,-4%,0%,u,-4%,4%,-1%,-3
Cc1cc(C)c2nc(-c3ccccn3)cc(C(=O)NCCc3ccc(S(N)(=O)=O)cc3)c2c1,14%,-25%,-4%,-3%,-7%,-7%,u,u,-1%,u,25
COc1ccc(CNCc2cccc3ccccc23)cc1,-5%,5%,-31%[inhibitor],-3%,-13%,0%,-19%,-3%,1%,-1%,7
Cc1nc2ccc(NC(=O)N3CCSCC3)cc2nc1C,u,1%,6%,2%,6%,-3%,30%,10%,-2%,2%,17
CCOC(=O)[C@H]1[C@H]2COc3ccc(Cl)cc3[C@H]2N2C(=O)CNC(=O)[C@@]12C,0%,-13%,0%,x,-4%,x,x,x,x,-1%,x
Cc1ccc(-c2cc(NC(=O)CCl)n(-c3ccccc3)n2)cc1,0%,-91%[inhibitor],-13%,u,6%,0%,6.3µM*,5µM*,13%,3%,0
O=C(CCc1nnc2ccc(NCc3ccccc3)nn12)NC1CCCC1,-1%,0%,17%,0%,2%,-2%,-13%,-3%,0%,u,3
COc1ccc(Br)cc1CNc1ccc(N2CCOCC2)cc1,u,-17%,-2%,-15%,-4%,-1%[1.84 µM],20%,-14%,0%,-6%,19
COc1ccccc1NC(=O)CSc1ccc2nnc(-c3ccc(C)cc3)n2n1,u,-3%,-2%,-2%,6%,2%,28%,-6%,0%,-2%,0
CCc1ccc2nc(NC3=NCN(CCN4CCOCC4)CN3)nc(C)c2c1,-20%,x,27%,-2%,4%,2%,-7%,-6%,-2%,2%,-3
O=C(NCc1ccccc1)c1cc(-c2cccc(O)c2)on1,u,u,6%,u,1%,27%,-3%,0%,2%,u,-2
Clc1cccc(NCc2nnc(SCc3ccc(Cl)cc3Cl)o2)c1,-14%,-31%,13%,4%,-15%,0%,35%,-7%,-3%,-2%,0
CN(C)S(=O)(=O)c1ccc(C(=O)Nc2cc(=O)n(C)c(=O)n2C)cc1,4%,-8%,-1%,1%,1%,-2%,-8%,-4%,0%,1%,-4
O=C(Nc1ccc2c(c1)OCO2)C1CC(=O)N(c2ccccc2)C1 (stereo not given),9%,-4%,-1%,1%,0%,5%,-7%,9%,0%,3%,19
COc1ccc2c(C)c(CC(=O)N3CCN(C(=O)C4COc5ccccc5O4)CC3)c(=O)oc2c1C (stereo not given),u,-14%,-6%,1%,1%,0%,16%,3%,2%,-3%,4
